# PABP1 MLLE inh: blocks PAM2 peptide binding to the PABP1 MLLE domain. P11940. GST-MLLE / FITC-PAM2 fluorescence polarization. inhibition, % at 20 µM. 360,000 tested, 0.36% active. AID 588489; in the data active = inhibition above about 35%, passing the limit was not always enough;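 note: plate controls were DMSO wells with GST-MLLE for no effect and wells lacking GST-MLLE protein for full effect; some results filed as inactive read as strong as hits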
# Target sequence (P11940 whole entry, looked up, the tested form may be a part): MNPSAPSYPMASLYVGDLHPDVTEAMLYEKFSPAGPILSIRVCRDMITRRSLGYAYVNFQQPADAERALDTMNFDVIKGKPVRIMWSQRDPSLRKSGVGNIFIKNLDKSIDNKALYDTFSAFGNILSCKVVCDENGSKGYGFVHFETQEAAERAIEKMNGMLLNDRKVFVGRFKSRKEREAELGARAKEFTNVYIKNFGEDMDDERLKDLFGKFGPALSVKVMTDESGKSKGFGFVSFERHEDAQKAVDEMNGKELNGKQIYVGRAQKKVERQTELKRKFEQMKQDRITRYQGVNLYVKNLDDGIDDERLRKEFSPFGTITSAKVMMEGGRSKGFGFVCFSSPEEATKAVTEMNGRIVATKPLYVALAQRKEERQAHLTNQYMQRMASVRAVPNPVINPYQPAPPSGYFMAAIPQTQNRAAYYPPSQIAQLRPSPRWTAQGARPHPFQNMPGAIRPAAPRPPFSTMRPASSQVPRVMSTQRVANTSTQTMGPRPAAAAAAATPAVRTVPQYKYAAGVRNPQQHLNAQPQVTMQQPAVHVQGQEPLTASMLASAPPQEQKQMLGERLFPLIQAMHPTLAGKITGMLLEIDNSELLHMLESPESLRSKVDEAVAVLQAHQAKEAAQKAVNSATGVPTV
# Rpn11 inh: blocks the human proteasome subunit Rpn11 | human 26S proteasome, Ub4-pepOG fluorescence polarization; 20S core pre-blocked with epoxomicin | 360,000 tested, 0.59% active | AID 588493 | O00487 | calls only at 20 µM;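 active = inhibition at 20 µM, scaled to each plate's controls, above about 33%, limit read from the data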
# Target sequence (O00487 whole entry, looked up): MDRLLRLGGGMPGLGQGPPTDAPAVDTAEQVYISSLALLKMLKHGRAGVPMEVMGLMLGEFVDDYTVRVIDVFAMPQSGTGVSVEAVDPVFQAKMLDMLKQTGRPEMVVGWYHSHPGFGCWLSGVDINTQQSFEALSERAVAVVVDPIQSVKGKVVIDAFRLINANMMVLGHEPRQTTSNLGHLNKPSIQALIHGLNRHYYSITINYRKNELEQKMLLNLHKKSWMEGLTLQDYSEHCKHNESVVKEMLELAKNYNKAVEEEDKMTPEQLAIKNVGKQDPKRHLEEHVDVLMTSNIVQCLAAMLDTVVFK
# CSN deneddyl inh: blocks human CSN-mediated cullin deneddylation | AID 651999 | inhibition, % at 12.5 µM | Q92905 | 360,000 tested, 0.38% active | Purified CSN, SCF-Nedd8-OG deneddylation, fluorescence polarization;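 active = pattern-corrected inhibition above about 35%, with an unprinted fluorescence ratio check between 0.5 and 1.5, limit read from the data, passing the limit was not always enough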;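 note: 0% = enzyme with substrate and 100% = substrate without enzyme; some results filed as inactive read as strong as hits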
#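 Test system: purified human Csn5 enzyme expressed in HEK293T cells. Amount: 0.24 nM enzyme. Reagent: SCFSkp2-Nedd8OG substrate at 10 nM final. Schedule: 90 min incubation of compound, enzyme and substrate at room temperature. Detection: fluorescence polarization. Read-out: % inhibition of substrate cleavage by Csn5.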
# Rin1-Abl PPI inh: inhibitors of human Rin1-Abl protein interaction; P00519+Q13671; 360,000 tested, 0.4% active; TR-FRET Rin1/Abl binding, biochemical; AID 588664; inhibition, % at 7.35 µM; in the data active = inhibition above about 5%, passing the limit was not always enough
# FAS TE block: inhibitors of human fatty acid synthase thioesterase domain; P49327; 360,000 tested, 0.67% active; AID 602261; inhibition, % at 15 µM; recombinant FAS-TE, OMFH fluorogenic substrate, fluorescence endpoint;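 active = compounds whose normalised, plate-corrected inhibition of enzyme fluorescence in the single-dose primary screen is 50% or more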;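 note: 0% = DMSO with enzyme and 100% = substrate without enzyme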
# Neddyl block: inhibitors of human cullin neddylation; TR-FRET cullin neddylation, biochemical; calls only at 25 µM; 360,000 tested, 0.58% active; AID 651699; in the data active = inhibition above about 36%
# NadD inh: NadD (S. aureus) enzyme inhibition; inhibition, % at 20 µM; 360,000 tested, 0.78% active; AID 602399; purified NadD enzyme, colorimetric absorbance read-out; in the data active = inhibition above about 26%; note: some compounds past the cut are filed as inactive
# MT1-MMP act inh: MT1-MMP (human) activation inhibition | P50281 | 360,000 tested, 0.061% active | HT1080 RFP-PRO-GFP cells, GFP/RFP ratio fluorescence, overnight; percent of plate control window, DMSO zero | GFP/RFP ratio change, % at 20 µM;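 active = GFP/RFP ratio change of at least 30% with cell ATP level not reduced by more than half and red fluorescence within 50% of control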; note: strong numbers were not always called active
#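 Test system: HT1080 cells expressing an RFP-PRO-GFP fluorescent reporter construct / Compound dosing: single-point 20 µM compound, 1% DMSO / Schedule: cells overnight before dosing, compound overnight, 37 °C, 5% CO2 / Evaluation: GFP/RFP fluorescence ratio / Control set: DMSO and RFP-L50D-GFP cell wells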
# SKN-1 inh: blocks SKN-1 activity in C. elegans; C. elegans VP596 Pgst-4::GFP/RFP ratio, acrylamide-induced, 24 h; inhibition, % at 21.8 µM; 360,000 tested, 0.49% active; AID 624304;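 active = interference check ratio from 0.5 to 1.5 plus GFP to RFP signal ratio inhibition reaching or exceeding a fixed threshold, cut at about 30% in these data, passing the limit was not always enough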; note: some compounds called inactive have numbers as strong as hits
# Active calls of the source: *; i = inactive; x = not tested or not shown; + = active, no number.
SMILES,PABP1 MLLE inh,Rpn11 inh,CSN deneddyl inh,Rin1-Abl PPI inh,FAS TE block,Neddyl block,NadD inh,MT1-MMP act inh,SKN-1 inh
CC(=O)N1c2ccc(S(=O)(=O)NCC3CCC(C(=O)NCc4ccccc4)CC3)cc2CC1C (configuration not stated),8,i,0,0,-10,i,1,5,6
O=C(/C=C/c1ccc(F)cc1)NC(=S)N1CCN(Cc2ccccc2)CC1,-65,i,0,-2,11,i,-4,3,-5
CCN(CC)CCNC(=O)c1cc(-c2ccc(Br)s2)nc2ccccc12,0,i,7,-8,-2,i,-2,-2,22
Cc1ccc(C(=O)N=c2sccn2C)o1,-9,i,-1,-1,-7,i,1,-1,-2
O=C(c1ccc(Cl)c(F)c1F)N1CCOCC1,5,i,-5,-2,-6,i,3,1,5
CCC(=O)N(Cc1ccco1)C1CC(=O)N(c2ccccc2)C1=O (configuration not stated),-1,i,-14,-1,-8,i,3,10,-11
CCn1c(SCC(=O)Nc2nc(C)cs2)nnc1-c1ccoc1C,1,i,-1,-2,-2,i,0,2,-23
CCC/C(O)=N\S(=O)(=O)c1ccc(N=NN(C)C)cc1,-7,i,-5,1,-16,i,-5,7,4
O=C(c1ccccc1Cl)N1CCC(O)(c2cccnc2)CC1,16,i,0,2,-5,i,-2,-1,-4
COc1ccc(NC(=O)Cn2c(=O)sc3ccccc32)c(OC)c1,2,i,-1,-1,-2,i,-1,7,-5
C[C@H](NC(=O)c1nc[nH]c1C(=O)NC1CCNCC1)C(=O)OC(C)(C)C,1,i,-2,1,-14,i,-1,2,1
CC(CN1CCCCC1)OC(=O)c1ccco1 (configuration not stated),-10,i,-3,2,-5,i,-1,-6,10
O=C(Oc1ccc(C(=S)N2CCCCC2)cc1)c1ccccc1F,4,i,4,3,4,i,-3,5,1
CC1=CC(=O)OC1Cc1ccncc1 (configuration not stated),-7,i,2,-1,-8,i,0,0,-10
Cc1ccc(S(=O)(=O)N(C)S(=O)(=O)c2ccc(C)cc2)cc1,-2,i,2,1,11,i,-4,4,-12
Cc1ccc(NC2=NC(=S)N(CC#N)C23CCCCC3)cc1,-90,i,-4,0,1,i,6,-2,-5
COc1ccc(/C=N/NC(=O)C(C)N(c2ccc(OC)cc2)S(C)(=O)=O)cc1 (configuration not stated),-15,i,-4,1,-2,i,0,4,4
COc1cccc(NC(=O)CSc2nc3ccccc3cc2Cc2ccccc2)c1,7,i,1,2,28,i,10,-12,2
CC(C)C[C@@H](CNCC(=O)[C@H](C)NC(=O)c1[nH]cnc1C(=O)N[C@@H](C)CN)NC(=O)c1nc[nH]c1C(=O)N[C@@H](CC(=O)O)C(=O)O,5,i,2,2,-12,i,8,1,-14
COc1ccc(S(=O)(=O)N(C)CC(=O)NCc2cccnc2)cc1,9,i,3,1,-6,i,0,4,3
CC(C)Cn1c(C(C)C)nc([N+](=O)[O-])c1S(=O)(=O)c1ccc(F)cc1,-14,i,0,-6,22,i,-6,-4,-19
Cc1ccc(NC(=O)C2CCN(S(=O)(=O)c3ccc4c(c3)OCCO4)CC2)c(O)c1,-6,i,3,1,-1,i,-2,4,-3
COc1ccc(S(=O)(=O)N2CCC(C(=O)NC3(C)CCS(=O)(=O)C3)CC2)cc1OC (configuration not stated),-5,i,1,-1,-10,i,0,1,-3
O=C(C1CCCN(c2ncccn2)C1)N1CCc2ccccc21 (configuration not stated),2,i,2,3,-1,i,-5,-1,7
CCC(C(=O)NC1CCCC1)N(C(=O)c1snc(C(N)=O)c1N)c1ccc2c(c1)OCCO2 (configuration not stated),-12,i,0,-1,0,i,-1,2,-3
Cc1ccc(O)c(C2=NNC(c3ccc(Cl)cc3)C2)c1 (configuration not stated),-12,i,10,-3,15,i,2,0,15
COc1ccccc1OCC(=O)Nc1ccccc1C(=O)N1CCCC1,15,i,4,1,-3,i,5,2,6
Cc1ccc(NC(=O)c2sc3nc[nH]c(=O)c3c2C)c(C)c1,-16,i,-5,7,-12,i,2,3,-17
CSc1nc2nccc(-c3ccc(-c4ccccc4)cc3)n2n1,-1,+,22,0,15,x,-3,-6,-6
CCC1=NN(C(=O)c2ccc(Br)cc2)C(O)(c2ccc(C)cc2)C1 (configuration not stated),-6,i,6,4,6,i,-1,1,12
Cc1[nH]c(N=Nc2ccccc2)nc1N=Nc1ccccc1,-6,i,1,-3,11,i,10,16,18
Cc1cc(C)nc(/N=C(\N)Nc2ccc(SC(F)F)cc2)n1,3,i,0,-1,-14,i,-11,-4,-1
CCOc1ccc(NC2OC(CO)C(O)C(O)C2O)c([N+](=O)[O-])c1 (configuration not stated),1,i,-7,-6,-3,i,-3,15,2
N#Cc1ccsc1NC(=O)CSc1nnnn1-c1ccc(O)cc1,-10,i,3,-1,-9,i,1,-12,2
CN1CCN(c2ccccc2NC(=O)COc2ccccc2)CC1,-5,i,2,3,-2,i,-1,-3,11
COc1cc(S(=O)(=O)NC2CCCCC2C)ccc1-n1cnnn1 (configuration not stated),-11,i,-4,0,2,i,-6,2,-3

# Five compounds drawn at random from the list so far:
SMILES,PABP1 MLLE inh,Rpn11 inh,CSN deneddyl inh,Rin1-Abl PPI inh,FAS TE block,Neddyl block,NadD inh,MT1-MMP act inh,SKN-1 inh
N#Cc1ccsc1NC(=O)CSc1nnnn1-c1ccc(O)cc1,-10,i,3,-1,-9,i,1,-12,2
CSc1nc2nccc(-c3ccc(-c4ccccc4)cc3)n2n1,-1,+,22,0,15,x,-3,-6,-6
CCOc1ccc(NC2OC(CO)C(O)C(O)C2O)c([N+](=O)[O-])c1 (configuration not stated),1,i,-7,-6,-3,i,-3,15,2
Cc1[nH]c(N=Nc2ccccc2)nc1N=Nc1ccccc1,-6,i,1,-3,11,i,10,16,18
COc1cc(S(=O)(=O)NC2CCCCC2C)ccc1-n1cnnn1 (configuration not stated),-11,i,-4,0,2,i,-6,2,-3

# Next section
SMILES,PABP1 MLLE inh,Rpn11 inh,CSN deneddyl inh,Rin1-Abl PPI inh,FAS TE block,Neddyl block,NadD inh,MT1-MMP act inh,SKN-1 inh
Cc1cc(CNC(=O)CC2C(=O)NCCN2Cc2ccccc2)nn1C (configuration not stated),19,i,-5,-3,-9,i,1,-1,15
COc1ccc(N2CCN(C(=S)Nc3cc(C)cc(C)c3)CC2)cc1,-73,i,17,0,-10,i,5,6,-4
CCc1cc(=O)oc2cc(C)cc(OC(C)C(=O)NCc3cccnc3)c12 (configuration not stated),-6,i,-1,-3,-2,x,0,-2,-6
Cc1ccc(Cc2cnc(NC(=O)c3cccs3)s2)cc1,-3,i,1,-1,13,i,3,9,16
Nc1nc2n(n1)C(c1ccco1)CC(c1ccc(F)cc1)N2 (configuration not stated),-1,i,-3,0,-9,i,-3,-2,7
CC(CN1CCCC1)OC(=O)c1ccccc1Cl (configuration not stated),-2,i,1,1,-3,i,4,1,-2
S=C(NCCCN1CCOCC1)N1CCN(c2cccc(Cl)c2)CC1,-160,i,2,4,-4,i,-3,2,13
COc1ccc(C2=NO[C@@H]3C(=O)N(c4ccc(C)cc4C)C(=O)[C@H]23)cc1OC,30,i,3,0,2,i,-1,-2,-7
CC1(C)CC(=O)C=C(c2ccc(F)nc2)C1,5,i,-2,1,-7,i,2,-7,6
O=C(CSc1nnc(Cn2cnc3ccccc32)o1)c1ccccc1,-14,i,-3,4,-7,i,-1,6,18
O=[N+]([O-])c1cccc(COc2ccc(CN3CCOCC3)cc2)c1,-10,i,1,-2,3,i,1,6,14
COC(=O)c1ccc(NC(=O)COc2cccc3c2OC(C)(C)C3)cc1,-1,i,0,0,8,i,-13,2,-4
O=C(NNS(=O)(=O)c1ccc(Cl)cc1)c1cnn(-c2ccccc2)c1-n1cccc1,-8,i,1,2,-2,i,-2,-3,-8
COc1cccc(NC(=O)CSc2nc3scc(C)c3c(=O)[nH]2)c1,0,i,1,1,-3,i,4,0,5
CC(OC(=O)CCN=C1NS(=O)(=O)c2ccccc21)C(=O)N(C)c1ccccc1 (configuration not stated),-6,i,-8,-2,1,i,-3,0,4
Cc1ccsc1/C=C(\C(=O)c1ccc(OC(C)C)cc1)c1nc2ccccc2o1,-6,i,2,6,48,i,2,0,3
FC(F)(F)c1cccc(NC(=S)NCC2COc3ccccc3O2)c1 (configuration not stated),17,i,5,-3,34,i,-7,2,-12
O=C1CCC(c2ccc3c(c2)CCC3)=NN1,4,i,-1,0,-4,i,-7,4,4
CCCCn1nnnc1SCC(=O)c1ccccc1F,-38,i,0,1,9,i,0,3,-4
O=C(Nc1ccc(F)cc1F)C1CCCN1S(=O)(=O)c1cccc2nsnc12 (configuration not stated),-5,i,-5,-9,-3,i,2,-2,-1
N#Cc1cc2c(=O)n3ccccc3nc2n(Cc2cccnc2)c1=O,-6,i,3,-6,47,i,-3,-2,3
Cc1ccc(S(=O)(=O)Nc2ccc(C(N)=O)cc2)cc1[N+](=O)[O-],0,i,1,1,-7,i,-2,1,-2
O=C(Cn1cccc1C(=O)c1ccccc1)NCc1ccccc1Cl,8,i,-2,-1,1,i,-7,2,15
CCN(CC)CCCn1c2c(c(SCC(=O)N3CCc4ccccc43)nc1=O)CCC2,16,i,0,-2,-4,i,-2,-6,-7
CC(=O)c1cccc(N=Nc2c(-c3ccccc3)[nH]n(-c3ccccc3)c2=O)c1,11,i,-8,0,17,i,1,6,7
COCCNC(=S)NCCc1ccc(Cl)cc1Cl,-16,i,0,0,-4,i,-1,2,-8
Cc1cc(C)cc(N(CC(=O)O)S(=O)(=O)c2c(C)[nH]c(=O)[nH]c2=O)c1,6,i,3,-1,-2,i,-1,3,-1
CCSc1ccc2nnc(-c3cccs3)n2n1,-37,i,-2,1,-5,i,3,x,-3
Cc1cccc(OCCCCCn2ccnc2)c1C,4,i,-3,-1,-13,i,-2,7,-3
CC(OC(=O)Cc1n[nH]c(=O)c2ccccc12)C(=O)Nc1ccc(F)cc1 (configuration not stated),-3,i,-4,-1,-6,i,-2,1,19
COc1cc(/C=C/C(=O)OCC(=O)N(C)Cc2ccccc2)cc(OC)c1OC,-13,i,1,2,2,i,0,-2,-7
CCOC(=O)N/N=C/c1c(F)c(F)c(F)c(F)c1F,-3,i,-1,2,-7,i,3,2,-3
COc1ccc(CNS(=O)(=O)CCNCc2ccccc2OC)cc1,9,i,5,4,-4,i,-2,6,-7
O=C(NCC(=O)N1CC=C(c2ccccc2)CC1)c1ccco1,-16,i,-4,5,-7,i,1,3,-8
COc1ccccc1NC(=O)c1ccc(C(=O)c2ccccc2)o1,5,i,-5,-1,16,i,-9,-1,6
CCOc1ccc(N2C(=O)Cc3ccccc3C2=O)cc1,9,i,3,1,2,x,4,-1,7
Cc1nc2ccc(NC(=S)NC3CCCCC3)cc2nc1C,11,i,5,-1,10,x,-10,1,8
O=CN(CCNc1ccccc1)c1ccccc1,-8,i,-4,-1,-4,i,3,-2,-20
O=C(CSc1cccc2cccnc12)Nc1ccccc1F,8,i,-2,-3,0,x,-3,-3,4
Cc1ccc2c(c1)c1c3n2CCN(C(=O)C2CC2)C3CCC1 (configuration not stated),-7,i,-3,-2,0,+,-6,-3,1

# Screening results deposited in PubChem by several laboratories.
